Giardia killer – Small Molecules that selectively kill Giardia lamblia: qHTS | Giardia lamblia trophozoite viability | 0.15% of 340,000 active | activity change, % at 7.66 µM, hits read low; in the data active = activity change below about -80%; inconclusive = between about -30% and that limit;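 note: parasites exposed to compound for two days anaerobically before the ATP read; % is set by controls: 0 for no effect and ±100 for the full control effect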
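Giardia lamblia trophozoites (100 cells/well) were incubated with compounds for 48 h at 37 deg C under anaerobic conditions. Viability was read as ATP content by one-step luminescence after 15-30 min at room temperature.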
RORgamma inh – qHTS for inhibitors of ROR gamma transcriptional activity; Nuclear receptor ROR-gamma (Mus musculus), P51450; 5.4% of 310,000 active; Potency, µM (highest dose often 53.6 µM), without a hit: at the highest dose activity change, negative = inhibition, hits mostly inhibitors; AID 2551, 2010; Drosophila S2 Gal4-RORgamma UAS-luciferase reporter, 20 h; note: potency is the fitted concentration of half-maximal effect; % is set by controls: 0 for no effect and ±100 for the full control effect; nearly all actives have a fitted effect of over 60% in size
Target sequence (P51450 whole entry, looked up, the tested form may be a part): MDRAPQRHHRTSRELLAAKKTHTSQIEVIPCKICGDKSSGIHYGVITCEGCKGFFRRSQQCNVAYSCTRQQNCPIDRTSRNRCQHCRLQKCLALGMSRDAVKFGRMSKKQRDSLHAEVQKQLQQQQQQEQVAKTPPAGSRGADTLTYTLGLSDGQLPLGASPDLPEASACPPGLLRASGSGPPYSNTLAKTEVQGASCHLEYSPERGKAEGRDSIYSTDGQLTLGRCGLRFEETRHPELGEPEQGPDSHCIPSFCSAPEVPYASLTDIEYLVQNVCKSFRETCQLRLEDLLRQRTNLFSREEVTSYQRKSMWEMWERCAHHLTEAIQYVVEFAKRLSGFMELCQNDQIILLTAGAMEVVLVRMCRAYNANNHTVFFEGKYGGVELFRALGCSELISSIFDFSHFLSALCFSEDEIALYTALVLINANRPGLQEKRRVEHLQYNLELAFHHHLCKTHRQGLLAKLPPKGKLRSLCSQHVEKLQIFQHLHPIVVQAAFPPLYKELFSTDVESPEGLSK
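Compounds are pin-transferred onto Drosophila Schneider cells expressing a copper-inducible Gal4–ROR gamma transactivation domain fusion. After 1 hr, copper sulfate is added to 700 uM final; luciferase is read 20 hr later.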
BRCA1 expr act – qHTS Assay to Identify Small Molecule Activators of BRCA1 Expression; MCF7-BRCA1-FFLuc reporter, luminescence, 48 h; response scale: scaled: vehicle 0%, 10 µM genistein 100%; Potency, µM (highest dose often 46.1 µM), for inactives: at the highest dose activation, actives largely listed as activators; 1.1% of 380,000 active; AID 624202, 2012; note: potency is the fitted concentration of half-maximal effect; nearly all actives have a fitted effect of over 80% in size; some results filed as inactive show a strong effect at the top dose
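Using MCF7 cells harboring a BRCA1 firefly luciferase reporter, plated 2 h before compound pinning, the screen measured luminescence after 48 h incubation. Responses were normalized to DMSO and 10 microM genistein, then fitted for concentration-effect.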
ELG1 genotoxic – qHTS screen for small molecules that induce genotoxicity in human embryonic kidney (HEK293T) cells expressing luciferase-tagged ELG1; HEK293T ELG1-luciferase reporter, luminescence, 16 h; Potency, µM (titrated, usually from 46 µM), without a hit: at the top dose activity change, positive = activation, most hits filed as activators; 1.3% of 330,000 active; AID 504466, 2011; note: potency is the fitted concentration of half-maximal effect; % of control where 0% means no effect; nearly all actives have a fitted effect of over 60% in size
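Cells (2,000/well) expressing the ELG1-luciferase fusion are dosed by pin tool and kept 16 hr at 37 °C, 5% CO2. Signal comes from ONE-Glo luciferase reagent after 30 min at room temperature.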
NPC1 prom act – qHTS Assay for NPC1 Promoter Activators | Huh7 NPC1 promoter luciferase reporter, 24 h | 2.4% of 320,000 active | Potency, µM (top dose mostly 9.22 µM), without a hit: at the top dose activation, most hits filed as activators | AID 485313, 2010;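 note: potency is the fitted concentration of half-maximal effect; % of control where 0% means no effect; nearly all actives have a fitted effect of over 60% in size; reporter is driven by a mutant NPC1 promoter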
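NPC1 promoter–luciferase Huh7 cells; 24 h compound; luminescence.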
Rab9 promoter act – qHTS Assay for Rab9 Promoter Activators. Huh7 Rab9 promoter-luciferase reporter, luminescence, 24 h. Potency, µM (titrated, usually from 9.22 µM), inactives show at the top dose activation, negative = inhibition, most hits filed as activators. 2.8% of 320,000 active. AID 485297, 2010; note: potency is the fitted concentration of half-maximal effect; % of control where 0% means no effect; nearly all actives have a fitted effect of over 60% in size
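Luminescence from Amplite-detected luciferase (10 minutes, ambient) reports Rab9 promoter activation. Before that, stable Rab9-luciferase Huh7 cells (1500/well, reduced-serum OP-MEM I plus 10% FBS) were exposed to compound for 24 hours at 37C.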
FLuc modulator – qHTS profiling assay for firefly luciferase inhibitor/activator using purifed enzyme and Km concentrations of substrates (counterscreen for miR-21 project); 6.9% of 360,000 active; purified FLuc, Km substrates, luminescence inhibition; Potency, µM (highest dose often 57.5 µM), for inactives: top-dose activity change, negative = inhibition, most hits filed as inhibitors; Luciferin 4-monooxygenase (Photinus pyralis), P08659;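 note: potency is the fitted concentration of half-maximal effect; plate controls were vehicle for no effect and reference inhibitor for full effect; nearly all actives have a fitted effect of over 55% in size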
Target sequence (P08659 whole entry, looked up): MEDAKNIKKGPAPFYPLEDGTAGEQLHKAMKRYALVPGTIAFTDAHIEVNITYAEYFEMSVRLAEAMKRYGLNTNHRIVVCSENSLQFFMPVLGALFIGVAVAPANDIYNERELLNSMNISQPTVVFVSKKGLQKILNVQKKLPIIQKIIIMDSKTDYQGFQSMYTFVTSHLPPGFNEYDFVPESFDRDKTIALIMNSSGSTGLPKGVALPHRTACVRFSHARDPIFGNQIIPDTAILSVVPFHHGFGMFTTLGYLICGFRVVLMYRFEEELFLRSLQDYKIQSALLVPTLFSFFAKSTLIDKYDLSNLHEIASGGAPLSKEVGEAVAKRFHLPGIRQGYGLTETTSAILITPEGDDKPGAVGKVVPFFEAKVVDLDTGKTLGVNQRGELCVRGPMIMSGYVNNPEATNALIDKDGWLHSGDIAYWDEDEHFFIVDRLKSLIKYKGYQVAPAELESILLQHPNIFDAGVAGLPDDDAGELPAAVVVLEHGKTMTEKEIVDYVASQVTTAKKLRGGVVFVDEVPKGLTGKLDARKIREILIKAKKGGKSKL
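Biochemical qHTS of compounds, final roughly 60 µM downward over six points, against 10 nM purified firefly luciferase using Km concentrations of substrates (10 uM D-luciferin, 10 uM ATP) in Tris acetate pH 7.5 buffer; luminescence output.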
VP16 counter – VP16 counterscreen qHTS for inhibitors of ROR gamma transcriptional activity; Drosophila S2 Gal4-VP16 UAS-luciferase, luminescence, 20 h; Potency, µM (doses to about 53.6 µM), for the others: top-dose activity, negative = inhibition, most hits filed as inhibitors; 3.5% of 310,000 active; AID 2546, 2010;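 note: Gal4-VP16 expression switched on by copper sulfate through the metallothionein promoter; potency is the fitted concentration of half-maximal effect; % is set by controls: 0 for no effect and ±100 for the full control effect; nearly all actives have a fitted effect of over 50% in size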
p53 reactivator – qHTS assay for re-activators of p53 using a Luc reporter. H1299 p53-A138V BP100-luciferase reporter, luminescence, 24 h. Potency, µM (top dose mostly 92.2 µM), for inactives: at the top dose activity change, positive = activation, most hits filed as activators. 0.063% of 320,000 active. AID 504706, 2011; note: potency is the fitted concentration of half-maximal effect; % of control where 0% means no effect; nearly all actives have a fitted effect of over 45% in size
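H1299 (p53-null), stable ts p53-A138V + BP100-Luc; 1000 cells/well, Opti-MEM/10% FBS; cpd 4 pt, 1:5; 24 h, 37 deg C, 5% CO2; detection reagent 10 min RT; luminescence.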
PKM2 activator – qHTS Assay for Activators of Human Muscle isoform 2 Pyruvate Kinase; purified PKM2, Kinase-Glo ATP luminescence, activation; response scale: 0% is enzyme alone, no compound; Potency, µM (series often up to 57.5 µM), for inactives: at the highest dose activation, hits mostly activators; 0.34% of 260,000 active; note: potency is the fitted concentration of half-maximal effect; % is set by controls: 0 for no effect and ±100 for the full control effect; nearly all actives have a fitted effect of over 55% in size
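hPK-M2, >95% pure; 0.1 mM ADP / 0.5 mM PEP final; imidazole pH7.2 buffer w/ 7 mM MgCl2, 50 mM KCl; 1 h RT; Kinase-Glo lum. Intermediate enzyme activity for dual inhibitor/activator qHTS.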
Menin-MLL TR inh – qHTS Assay for Inhibitors Targeting the Menin-MLL Interaction in MLL Related Leukemias: Competition With Texas Red Labeled MLL-derived Mutant Peptide | Menin + Texas Red MLL mutant peptide, fluorescence polarization | Potency, µM (series often up to 61.6 µM), inactives show top-dose FP activity change, negative = inhibition, actives largely listed as inhibitors | 0.23% of 270,000 active; active = well fitted inhibition curve with a large enough effect in the polarisation, with a control signal flat, not every such curve was filed as active; inconclusive = small, poorly fitted or top-dose-only effect, or effect the other way, or a change in a side signal; inactive = no such curve, though single readings can be large or run the other way; the % refers to the polarisation; note: potency is the fitted concentration of half-maximal effect; % of control where 0% means no effect; many of its hits are not listed in these tables
* hit, by the source's call; ? = inconclusive; · = not tested or not shown; & = joins results of further samples; [ ] = remark or other dose. Unless noted, calls come from the whole dose curve; as a rule, active = well fitted curve in the direction sought with a large enough effect; inconclusive = small, poorly fitted or top-dose-only effect, or another doubt; inactive = no such curve, though single readings can be large; an effect the other way counts as inactive or inconclusive. These rows are one share of the data; count on the stated rates, not on these rows.

SMILES	Giardia killer	RORgamma inh	BRCA1 expr act	ELG1 genotoxic	NPC1 prom act	Rab9 promoter act	FLuc modulator	VP16 counter	p53 reactivator	PKM2 activator	Menin-MLL TR inh
Cc1ccc(-c2noc(CSc3nnc(Cc4ccccc4)n3-c3cccc(C)c3)n2)cc1	-11.5	-32.3%	0.0%&-62.7%	-15.7%	3.1%	-5.2%	-16.1%&2.0%	5.5%	-10.2%	0.9%	-18.1%
C/C=C/c1ccc(OCC(=O)NCc2ccccc2OC)c(OC)c1	3.7	28.9%	7.1%	-3.5%	-3.9%	1.6%	1.4%	4.1%	-2.6%	3.4%	?
NC(=O)COC(=O)c1cc(S(=O)(=O)N2CCOCC2)ccc1N1CCCCC1	5.7	-18.4%	14.1%	0.4%	-0.5%	-5.4%	-1.8%	-13.3%	3.0%	3.1%	1.1%
O=C(NCCC1=CCCCC1)C(=O)NCc1ccncc1	-4.0	10.5%	-4.0%	-3.2%	-3.7%	-3.1%	-12.3%	-19.6%	-2.8%	1.0%	0.7%
COc1cccc(NC(=O)c2nn(-c3ccc(OC)cc3OC)c(=O)c3ccccc23)c1	-27.0	-10.3%	-7.3%	-9.4%	-0.7%	-2.8%	-0.4%	0.8%	-0.1%	2.2%	0.2%
COc1cc(C(=O)OCc2csc(CC(=O)Nc3ccccc3C)n2)ccc1OCC(C)C	24.2	·	-21.4%	-0.8%	-3.0%	0.1%	1.7%	·	-8.6%	·	·
O=C(CN(Cc1ccco1)C(=O)CNS(=O)(=O)c1ccc(F)cc1)NCc1ccco1	-11.1	-0.3%	-17.0%	-1.0%	-1.1%	-0.3%	1.4%	-1.8%	0.4%	·	·
COc1ccccc1N1CCN(CCCCOc2ccc(F)cc2)CC1	-4.2	35.0%	-10.2%	-14.0%	-0.9%	-8.9%	0.8%	-10.8%	-4.5%	-1.4%	·
CCN(c1ccccc1)S(=O)(=O)c1cccc(C(=O)O)c1	-11.3	5.2%	30.3%	0.4%	-0.5%	9.2%	7.5%	6.5%	3.3%	7.5%	1.9%
COc1ccc(S(=O)(=O)NC2CCCC2)cc1Br	14.7	-13.5%	-28.3%	-1.4%	-4.6%	-4.9%	2.1%	4.8%	4.8%	11.3%	0.1%
O=C(O)c1ccc2ncc(NC(=O)c3ccc(F)cc3)c(=O)n2c1	-1.8	-3.8%	0.0%	0.4%	-0.7%	-3.2%	?	-13.6%	-2.5%	-13.0%	·
COc1ccc(CC(=O)Nc2ccccc2N2CCCCC2)cc1OC	8.5	30.1%	-12.4%	-8.1%	-1.4%	-3.7%	7.9%	-1.2%	-3.0%	2.1%	·
Cc1cc(C(=O)NC2CCCN(Cc3ccc(Cl)cc3)C2)c(C)o1 (stereo not drawn)	-3.7	-17.6%	-2.1%	-8.2%	-2.6%	9.3%	-0.1%	-25.2%	-5.5%	8.5%	·
CN(NC(=O)c1ccccc1F)c1nc(C(F)(F)F)nc2ccccc12	-12.2	1.5%	-43.3%	9.0%	-14.6%	-30.1%[inhibitor]	-1.4%	2.5%	-2.8%	-2.0%	10.2%
COC(=O)[C@H](Cc1ccccc1)NC(=O)N1CCCCCC1	28.8	9.3%	19.8%	2.0%	0.7%	-2.4%	-1.0%	-6.0%	23.3%	·	-9.6%
COc1ccc(N2CCN(S(=O)(=O)CCNC(=O)Cc3ccc([N+](=O)[O-])cc3)CC2)cc1	11.6	14.2%	-23.1%	2.8%	-0.4%	-1.8%	1.9%	6.0%	-3.4%	·	15.3%
CCOC(=O)N1CCC(N2CCN(S(=O)(=O)c3ccc4ccccc4c3)CC2)CC1	0.2	-17.5%	-62.0%	-11.2%	-3.1%	-1.3%	1.3%	-15.5%	6.0%	14.7%	-6.8%
CCCCc1cc(=O)oc2c3c(cc(OCC(=O)N4CCC[C@H]4C(=O)O)c12)OC(C)(C)CC3	7.8	15.0%	14.0%	2.0%	-2.2%	-2.8%	-0.4%	7.6%	·	-2.0%	-8.0%
Cc1cccc(CN2CCC(Oc3ccc(C(=O)N4CCCC4)cc3)CC2)n1	-26.7	-38.4%	1.0%	1.3%	0.5%	3.7%	4.6%	-1.6%	2.6%	-3.2%	-18.0%
COc1ccc(C(=O)O)cc1N1C(=O)Nc2ccccc2N1O	1.3	-25.3%	-6.1%	-3.5%	2.7%	-1.0%	1.7%	-3.7%	-3.9%	-0.6%	-1.7%
O=C(CN1C2=NCCCN2c2ccccc21)c1ccc(Cl)cc1Cl	15.6	5.3%	-76.3%	-7.5%	0.0%	-2.1%	-0.4%	-15.3%	-16.1%	-10.3%	-4.6%
Cc1ccc(C(=O)O)cc1NC(=O)c1ccc2c(c1)C(=O)N(c1ccc([N+](=O)[O-])cc1)C2=O	-1.0	-6.9%	3.0%	-0.2%	1.5%	-3.4%	-0.3%	-1.6%	0.3%	·	3.5%
COc1ccccc1OC(=O)Nc1ccc(Cl)cc1	-1.1	-22.8%	84.9%	12.4%	16.9%	3.0%	?	-10.9%	5.6%	·	-8.1%
Cc1nnc(NC(=O)CCn2c(=O)oc3ccc(Cl)cc32)s1	-4.3	-16.9%	-17.1%	11.3%	-0.3%	0.6%	1.8%	-4.0%	4.7%	·	-15.4%
COc1cccc(C(=O)c2cc3ccc(O)cc3oc2=O)c1	9.7	-14.6%	36.0%	13.2%	18.4%	21.8%	12µM*	0.4%	?	-49.4%	5.0%
Cc1ccc(C(=O)NCC(=O)NCC(=O)OCc2ccc(F)cc2)cc1	-5.9	20.8%	-5.6%	-0.7%	0.8%	-8.9%	-7.5%	4.3%	4.1%	0.0%	-1.4%
c1ccc(-c2cc(-c3nc(-c4cccnc4)no3)c3ccccc3n2)cc1	·	14.9%	·	3.9%	1.4%	6.2%	3.9%	9.5%	0.8%	13.3%	7.8%
CCOC(=O)c1c(S(=O)(=O)N2CCCC(C(=O)Nc3cccc(C)n3)C2)c(C)n(C)c1C (stereo not drawn)	-23.0	-20.2%	-6.0%	-2.0%	-4.8%	3.5%	0.5%&-2.9%	-4.7%	-1.4%	·	·
O=C(CN1CCC(NC(=O)C2CCCCC2)CC1)NCc1ccco1	40.2[activator]	0.6%	-20.2%	-1.2%	-0.7%	6.2%	-0.2%	-5.5%	-1.9%	-3.8%	1.0%
COc1ccc(CCC(=O)Nc2cccc(Cl)c2)cc1	2.0	-7.4%	1.6%	-0.6%	-7.5%	1.6%	?	7.2%	8.4%	3.0%	16.3%
Cc1cc(C)cc(C(=O)N2CCC(C(N)=O)CC2)c1	16.3	-1.8%	-2.2%	-5.9%	-0.1%	-2.5%	4.9%	-1.9%	-2.1%	-8.3%	4.4%
COc1ccc(NC(=O)/C(Cl)=C(/Cl)S(=O)Cc2ccccc2)cn1 (stereo not drawn)	-20.6	1µM*	-84.7%	-35.4%[inhibitor]	-29.3%	-40.5%[inhibitor]	-15.4%	1.12µM*	-15.3%	24.3%	-2.7%
Cn1c(N)c(C(=O)c2ccc(Cl)cc2)c(=O)n(C)c1=O	-2.6	-5.3%	-13.8%	0.7%	-1.2%	-1.1%	-0.7%	2.5%	-3.4%	13.7%	-1.3%
COc1ccc(CNC(=O)C2=CCN(S(=O)(=O)c3ccc(C)cc3)CC2)cc1	-15.1	5.2%	-24.7%	-5.3%	-6.3%	-1.8%	-1.6%	3.8%	-1.0%	14.1µM*	·
N#Cc1cnn(Cc2ccccc2)c1/N=C/N1CCOCC1	5.2	24.9%	-4.7%	-1.4%	-1.1%	-3.6%	-0.5%	1.5%	4.2%	0.9%	6.3%
CC(C)NC(=O)C(=O)c1cn(C)c2ccccc12	-17.3	-5.5%	-17.4%	12.0%	-0.9%	-3.6%	-5.0%	-2.6%	-2.4%	3.6%	-4.2%
Cc1cc(C)c(S(=O)(=O)N(C)CC(=O)NCc2ccccn2)c(C)c1	9.5	-4.8%	-19.4%	4.6%	1.7%	-3.0%	-1.1%	-9.1%	-2.4%	-8.9%	-0.4%
Cc1ccc([N+](=O)[O-])cc1NC(=O)CN(C(=O)c1ccc(Cl)cc1)C1CCCCC1	21.1	16.1%	-48.5%	-5.5%	-1.9%	1.8%	6.4%	-3.8%	-4.5%	-2.3%	11.9%

Source: PubChem (National Center for Advancing Translational Sciences (NCATS))
